Pf gametocyte – kills late stage P. falciparum gametocytes; inhibition, % at 10.9 µM; P. falciparum stage V gametocytes, ATP luminescence, 24 h; 150,000 tested, 0.065% active; AID 743093;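 active means inhibition above the mean plus 3 SD of compounds within the control limits, set per campaign, cut at about 38% in these data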;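 further: 0% = DMSO wells and 100% = medium only without gametocytes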
Rab2 wt GTP – changes GTP binding to wildtype dog Rab2A, up or down. P61105. GST-Rab2 wt beads, Bodipy-GTP binding, flow cytometry. GTP binding activity, % at 10 µM. 190,000 tested, 0.19% active;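 active means GTP binding activity at least 20 points away from 100%, either lowered or raised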;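 further: 0% = beads with excess unlabeled GTP and 100% = no-compound control corrected for plate trend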
Cdc42 wt – human Cdc42 wildtype GTP binding change, either direction. GST-Cdc42 beads, Bodipy-GTP binding, flow cytometry; actives lie on both sides. percent activity (GTP binding), % at 10 µM. 190,000 tested, 0.2% active. AID 761;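 active means percent activity GTP binding at least 20 points away from the 100% baseline, either down as inhibitor or up as activator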;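 further: median bead fluorescence of bound Bodipy-FL-GTP at 100 nM; 0% = excess unlabeled GTP control and 100% = no compound control; below 100% means less GTP binding so inhibitor and above means activator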
Rac1 wt GTP bind – human Rac1 wildtype GTP binding, inhibitors and activators; 190,000 tested, 0.27% active; GTP binding activity (% of control), % at 10 µM; GST-Rac1 beads, fluorescent GTP binding, flow cytometry; actives lie on both sides; 0 = cold GTP competed, 100 = untreated; P63000; AID 757;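 active means GTP binding activity at least 20 points away from the 100% control level, either lower or higher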
Bim-Mcl-1 – disrupts Bim peptide binding to human Mcl-1 | AID 1009 | inhibition, % at 10 µM | Bead-based flow cytometry, Bim peptide-Mcl-1 binding | 190,000 tested, 0.1% active; in the data active means inhibition above about 40%;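 further: 0% = no compound tracer wells and 100% = peptide blocker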
Target sequence (Q07820 whole entry, looked up): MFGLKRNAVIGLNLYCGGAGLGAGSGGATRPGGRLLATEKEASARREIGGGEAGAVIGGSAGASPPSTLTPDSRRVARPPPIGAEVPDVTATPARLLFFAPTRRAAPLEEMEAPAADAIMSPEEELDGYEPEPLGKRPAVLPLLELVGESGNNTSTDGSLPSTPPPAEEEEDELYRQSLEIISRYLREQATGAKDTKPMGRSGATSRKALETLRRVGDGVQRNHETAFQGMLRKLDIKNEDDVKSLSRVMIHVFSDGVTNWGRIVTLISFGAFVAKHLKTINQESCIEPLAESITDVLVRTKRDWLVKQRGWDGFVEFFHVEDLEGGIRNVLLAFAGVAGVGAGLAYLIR
Rab7 wt GTP bind – modulators of GTP binding to dog Rab7 wildtype GTPase; GST-Rab7 beads, fluorescent GTP binding, flow cytometry; actives lie on both sides; untreated = 100%, excess cold GTP = 0%; GTP binding activity (percent of control), % at 10 µM; 190,000 tested, 0.055% active;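 active means fluorescent GTP binding to Rab7 beads changed by at least 20 points from the 100% baseline, either direction, mostly lower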;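 further: median green fluorescence of bound Bodipy-FL-GTP per Rab7 bead population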
Rac1 mut GTP – human Rac1 activated mutant GTP binding change; 190,000 tested, 0.11% active; percent activity (GTP binding), % at 10 µM; AID 764; GST-Rac1 activated beads, fluorescent GTP binding, flow cytometry; actives lie on both sides; 100% means binding = to untreated wells; P63000;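 active means GTP binding at least 20 percentage points away from the 100% baseline, in either direction, so actives lie on both sides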
HRas wt GTP – human HRas wildtype GTP binding, change in either direction | GTP binding activity, % at 10 µM | 190,000 tested, 0.14% active | GST-Ras wt beads, Bodipy-FL-GTP binding, flow cytometry; actives lie on both sides;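 active means GTP binding activity at least 20% away from the 100% baseline, either lowered as inhibitor or raised as activator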;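 further: 0% = unlabeled GTP competition control and 100% = no-compound control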
Target sequence (P01112 whole entry, looked up): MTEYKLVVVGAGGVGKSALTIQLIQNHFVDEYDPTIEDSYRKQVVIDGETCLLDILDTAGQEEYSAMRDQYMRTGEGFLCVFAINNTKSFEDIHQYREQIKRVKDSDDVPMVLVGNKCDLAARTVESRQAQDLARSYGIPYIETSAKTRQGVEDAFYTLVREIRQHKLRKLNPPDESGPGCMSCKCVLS
Mcl1-Bid inh – Mcl-1/Bid interaction inhibition | Q07820 | TR-FRET Mcl-1/Bid-Dy647 peptide binding, 1536-well | inhibition, % at 21.7 µM | 220,000 tested, 0.97% active | AID 1021;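 active means compounds that cut the binding signal by more than half at the single screening dose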;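 further: His-tagged Mcl-1 with europium anti-His antibody binding Bid BH3 peptide; 0% = Mcl-1 plus peptide wells and 100% = peptide-only wells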
RGS8-Gao – human RGS8-Galphao interaction regulation | P09471 | multiplexed bead flow cytometry, RGS8-Galphao binding; actives lie on both sides | response (percent of control binding), % at 10 µM | 220,000 tested, 0.34% active | AID 1423; in the data active means response below about 60% or above about 140%; inactive means in between;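 further: Galphao activated as the GDP aluminium fluoride complex binding bead-coupled RGS8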
Target sequence (P09471 whole entry, looked up): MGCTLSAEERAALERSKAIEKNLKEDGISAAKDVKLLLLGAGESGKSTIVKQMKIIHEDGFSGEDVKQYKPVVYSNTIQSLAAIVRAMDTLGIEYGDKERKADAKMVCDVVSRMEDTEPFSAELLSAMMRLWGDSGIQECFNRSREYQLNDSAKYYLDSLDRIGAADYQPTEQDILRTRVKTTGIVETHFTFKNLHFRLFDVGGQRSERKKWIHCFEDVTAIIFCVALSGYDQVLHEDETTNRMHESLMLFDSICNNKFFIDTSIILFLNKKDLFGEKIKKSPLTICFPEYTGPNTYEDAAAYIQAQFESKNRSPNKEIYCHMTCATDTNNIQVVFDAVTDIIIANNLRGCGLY
Mcl1-Noxa inh – disrupts binding of human Mcl-1 to Noxa peptide; 220,000 tested, 1.5% active; Q07820; inhibition, % at 21.7 µM; TR-FRET Mcl-1/Noxa peptide binding, 2 h;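 active means compounds that cut the protein-peptide binding signal by more than 50% relative to plate controls in a single-dose test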;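 further: His-tagged Mcl-1 with rhodamine Noxa BH3 peptide and terbium anti-His antibody; 0% = Mcl-1 plus Noxa peptide wells and 100% = peptide-only wells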
Active calls of the source: *; nt = not tested or not shown; [ ] = remark or other dose.

Values run as follows: Pf gametocyte	Rab2 wt GTP	Cdc42 wt	Rac1 wt GTP bind	Bim-Mcl-1	Rab7 wt GTP bind	Rac1 mut GTP	HRas wt GTP	Mcl1-Bid inh	RGS8-Gao	Mcl1-Noxa inh
> Cc1cc(C)n(C(=O)CNC(=O)C(c2ccccc2)c2ccccc2)n1
  20	98	100	101	-1	101	98	98	3	100	17
> CC1CC(C)CN(CCOc2ccccc2-c2ccccc2)C1 (stereo not given)
  4	98	100	104	-3	101	96	97	57*	95	31
> O=C(Cc1ccccc1)NCc1ccncc1
  -20	93	94	103	0	97	93	93	-3	101	7
> CCOC(=O)C1CC(c2ccccc2)=NNC1=O (stereo not given)
  -5	97	98	99	-1	104	96	97	-21	102	7
> Cc1cccc(NC(=O)NCc2ccc3c(c2)cc(C)n3C)c1
  nt	100	101	105	20	100	99	101	-35	100	-6
> Cc1nn(-c2ccccc2)c(C)c1N
  -32	96	91	93	nt	96	93	95	-35	112	-5
> COc1ccccc1CNC(=O)C1CCCN(S(=O)(=O)c2cnc[nH]2)C1 (stereo not given)
  nt	98	104	103	-2	96	98	97	-30	101	-2
> CC1=CC(C)C(C(=O)O)C(C(=O)O)C1 (stereo not given)
  nt	100	101	104	0	97	98	99	-19	93	4
> CC1=Nc2ccccc2/C1=C/c1c(N)n2c(S(=O)(=O)CC(C)C)nsc2nc1=O
  nt	86	84	91	-2	89	88	89	17	94	39
> CC1(C)CC(NS(=O)(=O)c2ccccc2)CC(C)(C)N1
  nt	102	103	106	-3	104	98	100	-53	105	12
> CC12CC3CC(C)(C1)CC(C(=O)NC1=NCCS1)(C3)C2
  -39	102	105	107	9	99	100	100	16	100	11
> COc1ccc(/C=C/c2c([N+](=O)[O-])c(=O)n(C)c(=O)n2C)c(OC)c1OC
  -15	101	102	101	1	106	97	102	-7	110	20
> COC(=O)C1C2C=CC3(CN(C4CCCC4)C(=O)C13)O2 (stereo not given)
  nt	107	107	104	0	96	102	104	-42	101	-6
> Cn1c(NCc2ccc(Cl)cc2)nc2ccccc21
  nt	96	99	99	0	98	96	96	-30	104	10
> CCOC(=O)C1=C(C)N2C(=C(C#N)[C@@H]1c1ccc(C(=O)OC)cc1)SC[C@@]2(O)C(C)(C)C
  nt	95	97	99	-4	91	95	97	-26	100	17
> CC(C)CCN(C)C1CCN(S(=O)(=O)c2ccc(F)cc2)CC1
  nt	99	97	96	0	103	95	98	-9	104	25
> Cc1ccccc1NC(=O)CN1C(=O)S/C(=C\c2ccc(-c3cc(C(=O)O)ccc3C)o2)C1=O
  nt	85	79*	87	0	91	83	86	-100	99	25
> Cn1c(C(=O)NCc2ccc3c(c2)OCO3)cc2sccc21
  nt	102	105	105	2	100	100	99	-50	100	-15
> Cn1nnnc1SCC(=O)Nc1cccc(S(=O)(=O)N2CCCC2)c1
  -6	98	91	98	0	103	96	96	-22	101	-68
> CN(C)Cc1ccccc1Sc1ccccc1Br
  13	97	100	99	-1	101	100	99	-32	99	3
> O=C(O)C1=C[C@@H](c2ccc3c(c2)OCO3)C[C@@H](OCCCCO)O1
  nt	94	94	93	0	95	93	94	-13	101	-6
> COc1ccc(-n2cc(CNC3CCOCC3)c(-c3cccc(F)c3)n2)cc1
  -8	101	101	99	-1	101	98	99	-27	104	-13
> Cc1c2c(c(C)n1C)C(C(=O)NC1CCCCC1)N(Cc1ccccc1)C2=O (stereo not given)
  -9	99	94	102	0	96	93	97	-55	94	-6
> Cc1nnc(SCC(=O)N2CC(=O)Nc3ccccc32)s1
  -26	94	95	101	2	96	96	98	-20	98	-7
> Cc1ccc2nc(CSc3nc(C)cc(C)c3C#N)[nH]c2c1
  -21	101	114	122*[activator]	0	102	105	107	-51	104	11
> O=C(N1CCOCC1)C12CC3CC(C1)CC(c1ccccc1)(C3)C2
  11	99	102	101	-3	97	99	99	-20	103	-5
> O=C(N/N=C/c1ccccc1)c1c(O)c2ccccc2[nH]c1=O
  -5	100	102	103	-8	98	98	99	-17	103	-14
> COc1cccc(N2CCN(C(=O)CN(C)S(=O)(=O)c3ccc4c(c3)CCC(=O)N4)CC2)c1
  nt	100	102	105	0	99	97	99	-14	105	4
> C=CCC(c1ccccc1F)N(CCN1CCOCC1)C(=O)Nc1cccc(Cl)c1 (stereo not given)
  -20	103	103	109	0	102	101	103	10	101	12
> Cc1cc(NC(=O)CSc2nc(CCC3CCCC3)nc3ccccc23)no1
  -9	95	103	109	-6	99	101	101	1	96	9
> CC(=O)c1cccc(N(CC(=O)N2CCOCC2)S(C)(=O)=O)c1
  nt	101	99	100	-3	104	98	101	-2	98	-33
> O=c1cc(CNc2cc(Cl)ccc2Cl)nc2sccn12
  nt	100	102	104	-4	103	99	101	14	99	17
> Cc1ccc(N(C(=O)c2ccccc2Cl)C2=NC(C)CS2)c(C)c1 (stereo not given)
  13	98	98	105	-5	102	101	100	4	88	4
> O=C(O)CSc1cccc[n+]1[O-]
  -5	99	100	101	-1	103	99	99	24	102	5
> COc1ccc(-c2csc(N3C(=O)CNC3=S)n2)cc1
  nt	97	102	103	-4	103	100	101	-12	97	27
> OC(CNC1CCCCC1)COCCOc1ccc(Br)cc1 (stereo not given)
  -3	100	101	104	49*	101	102	101	-8	111	21
> COc1ccc(C(C)(C)C)cc1S(=O)(=O)N1CCC(C(N)=O)CC1
  14	100	104	103	-1	101	100	102	-11	102	13
> O=C(Cc1cc(=O)[nH]c(=O)[nH]1)N1CCN(C(=O)c2ccco2)CC1
  nt	102	102	106	1	103	100	104	-11	99	-5
> Nc1cc(Cl)ccc1N1CCCC1
  nt	100	97	99	0	103	95	96	-21	107	42
> Cc1[nH]c2ccccc2c1C(=O)CSc1ccc(Cl)cc1
  2	98	100	97	0	98	96	98	-42	99	-5
> CCOc1cc(S(=O)(=O)N2CCCCC2)ccc1Cl
  9	99	98	96	-2	98	97	97	9	69	-2
> Fc1ccc(Cn2c(SCc3ccc(F)c(F)c3)nnc2C(F)(F)F)cc1
  15	95	93	93	-1	97	95	95	6	92	-22
> Cc1ccc(S(=O)(=O)C(F)(F)F)cc1NC(=O)c1cccnc1
  3	100	101	102	0	95	99	100	9	122	1
> O=C(NCC1CCCO1)C1c2ccccc2C(=O)N1C1CCCCCCC1 (stereo not given)
  -10	97	98	100	-2	98	97	97	3	97	2
> CCS(=O)(=O)n1nc(-c2ccco2)nc1SC
  nt	95	96	94	0	95	93	95	-8	97	-5

A few values from the results shown:
Rab7 wt GTP bind with `CC(=O)c1cccc(N(CC(=O)N2CCOCC2)S(C)(=O)=O)c1` → 104
Cdc42 wt with `CCS(=O)(=O)n1nc(-c2ccco2)nc1SC` → 96

Other compounds.
Values run as follows: Pf gametocyte	Rab2 wt GTP	Cdc42 wt	Rac1 wt GTP bind	Bim-Mcl-1	Rab7 wt GTP bind	Rac1 mut GTP	HRas wt GTP	Mcl1-Bid inh	RGS8-Gao	Mcl1-Noxa inh
> CCc1ccc2c(c1)C(NC(C)=O)C(=O)N2CC (stereo not given)
  nt	102	105	108	1	101	103	101	4	103	-6
> CC(Oc1ccc(Cl)cc1)c1ccnn1S(C)(=O)=O (stereo not given)
  nt	98	100	104	-4	100	100	101	-31	104	13
> CCC(Nc1ccc(OC)cc1)C(=O)N/N=C/c1ccc([N+](=O)[O-])cc1 (stereo not given)
  -26	98	98	101	0	96	99	98	-13	100	23
> CCn1c2ccccc2c2cc(NC(=O)C(=O)N3CCOCC3)ccc21
  10	97	96	98	-1	97	95	97	-63	100	26
> COc1ccc(Oc2c(C)oc3c(CN(C)C)c(O)ccc3c2=O)cc1
  nt	92	97	93	-2	95	92	93	0	102	4
> COC(=O)C1CCN(C(=O)c2ccc(OC3CCN(Cc4ccccn4)CC3)cc2)CC1
  nt	97	93	92	-3	101	92	95	-22	102	-8
> COc1ccc(NC(=O)c2ccccc2[N+](=O)[O-])cc1OC
  15	96	99	105	-7	95	99	99	-7	105	7
> COC(=O)C1=C(C)C(c2ccc(OC)cc2)NC(=O)N1 (stereo not given)
  7	99	100	103	0	99	97	97	-7	100	14
> O=C(CCS(=O)(=O)c1cccc2nsnc12)N1CCN(c2ccccc2F)CC1
  nt	103	99	103	-2	94	100	102	-2	100	-7
> N#Cc1ccsc1NC(=O)c1cnccn1
  -23	97	104	101	-2	100	98	102	-24	92	10
> CC(=O)Nc1ccc(NC(=O)C/C(C)=N/NC(=O)C(=O)N2CCCC2)cc1
  nt	97	99	98	0	98	95	99	-18	102	-11
> O=C1CC[C@@H](CN(Cc2ccccn2)Cc2nc(-c3ccc(C(F)(F)F)cc3)no2)N1
  -11	99	98	106	0	101	98	98	-5	105	13
> C/C(=N\NC(=O)Cn1nc(C)c([N+](=O)[O-])c1C)c1ccc(O)cc1
  nt	100	101	102	33	100	100	101	-27	117	4
> Cc1ccc(Nc2nc(-c3c(C)nc4ccccn34)cs2)cc1
  nt	98	99	97	-5	95	100	97	-11	100	27
> CCn1c2ccccc2c2nnc(SCC(=O)NC3CCS(=O)(=O)C3)nc21 (stereo not given)
  13	98	98	99	0	100	97	98	-4	86	22
> COC(=O)c1ccc(C)c(NC(=O)c2nn(C)c(=O)c3ccccc23)c1
  0	98	100	96	1	97	96	100	-1	97	-13
> C=CCn1c(SCC(=O)Nc2nccs2)nnc1-c1cc2cccc(OC)c2o1
  -10	93	95	94	-1	91	95	94	-7	109	1
> CCOc1cccc(C(=O)NC(=S)Nc2cccc(NC(=O)c3ccccc3Cl)c2)c1
  -6	101	101	106	-2	102	102	102	-10	97	11
> COc1cc(OC)cc(C(=O)Nc2ccc(NC(=O)c3ccco3)c(Cl)c2)c1
  -16	95	96	101	-3	90	95	98	-40	110	12
> CC(OCC(O)CNCC1COc2ccccc2O1)c1ccc(Cl)cc1 (stereo not given)
  -22	97	93	93	1	100	95	95	24	103	26
> O=C(Nc1nc(-c2ccc(Cl)cc2)cs1)c1cccnc1
  nt	96	99	97	12	95	96	97	-17	99	1
> COc1ccc(CC(C)N2CCN(c3ccccc3)CC2)cc1OC (stereo not given)
  nt	100	104	104	-1	100	98	101	13	99	23
> O=C1OC(c2ccccc2)=C/C1=C\N1CCOCC1
  nt	96	96	95	-5	95	95	99	-22	95	7
> COc1ccc(C(C)=O)cc1CN1C(=O)C(C)N(c2ccc(C)cc2)C1=O (stereo not given)
  3	100	105	109	-1	98	103	100	-8	98	1
> c1coc(Cn2c(SCc3nc4ccccc4[nH]3)nnc2-c2cccs2)c1
  -4	99	103	107	-2	100	99	101	-32	101	38

From PubChem BioAssay
